Bioassay records deposited in PubChem by several laboratories.
WT yeast gro inh – growth inhibition of WT yeast, mitochondrial fusion screen | mitochondrial fusion phenotypic screen, WT strain | inhibition, % at 10 µM | actives 2.1% (n = 190,000); in the data active means inhibition above about 58%; tested in S. cerevisiae
T cell HTS – T cell immune modulators affecting CD8 T cell-vesicle binding; actives 0.068% (n = 330,000); 2C CD8+ T cell-vesicle binding, flow cytometry; active compounds read low; AID 2052; calls only at 7 µM;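 active means response, share of CD8 T cells binding vesicles, and their 90th percentile fluorescence all below set limits, cut at about 80% in these data, passing the limit was not always enough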
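Also added: QL9-peptide-loaded Drosophila micro-vesicles bearing Ld, ICAM-1 and B7-1; Test system: purified 2C TCR transgenic mouse naive CD8+ T cells; Measured by: cytometric PE anti-B7-1 and Alexa647 anti-CD8 signals after 1% paraformaldehyde fixation; Timing: binding step 1.5 h, 37 °C, antibody labelling 20 min, ice.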
Insulin prom up – MIN6 insulin promoter up-regulation. MIN6 insulin promoter-GFP reporter, high-content imaging; active compounds read high. z-score at 5 µM. actives 0.3% (n = 190,000);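 active means z-score above 3 at 5 µM with at least 500 cells counted in the well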
Autophagy HCS – alters autophagy in cells; calls only at 10 µM (by protocol); AID 463193; actives 0.98% (n = 190,000); MEF GFP-LC3 puncta imaging; test concentration mostly 10 µM;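 active means percentage of spot-positive cells more than 3 SD above its plate mean, without a fluorescence outlier flag or 80% toxicity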;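 further: spot-positive cell cutoff set from DMSO-treated cells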
West Nile virus CPE – inhibition of WNV-induced cytopathic effect – cell-based, CPE readout (AID 1621). actives 0.02% (n = 290,000). one-dose CPE inhibition, % at 10 µM; IC50 in µM for titrated hits. West Nile virus-infected cells, CPE inhibition; higher % means a stronger effect; in the data active means a potency from the dose series; further: strong numbers were not always called active
Lipid droplet – hepatic lipid droplet formation modulation | AML12 mouse hepatocytes, oleate lipid droplets, BODIPY imaging | inhibition, % at 6.5 µM | actives 0.4% (n = 240,000) | AID 1656;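 active means lipid droplet intensity inhibited by at least 50%, with more than 500 cells counted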
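Assay system: AML12 hepatocytes (mouse); Probe or stimulus: oleic acid at 100 µM to induce lipid droplet formation; Dosing: compound at 6.5 µM only; Schedule: compound with oleate, overnight; Detection: fluorescence imaging, 20x objective, two fields per well; Measure: % inhibition of lipid droplet signal.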
Myeloid diff 2 – myeloid differentiation induction | ER-HoxA9 myeloid progenitors, lysozyme-GFP differentiation, flow cytometry | AID 624256 | actives 1% (n = 360,000) | calls only at 10 µM;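 active means normalized GFP-positive differentiation at or above the plate's own cutoff, the solvent-only control mean plus 3 SD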;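 further: cells exposed to compound for four days before flow analysis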
MT stabilizer – microtubule stabilizers in HeLa cells; HeLa tubulin immunostaining HCS, 24 h; share of cells brighter than vehicle mean+2SD; % tubulin-high responders, % at 10 µM; actives 0.83% (n = 200,000); AID 2205;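 active means plate Z-score above 3 for both tubulin-high and condensed-nucleus cell shares, with cell loss under 80%, at 10 µM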;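 further: anti alpha tubulin signal scored within the nucleus-defined area of each cell; some results filed as inactive read as strong as hits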
b-catenin transl – modulators of beta-catenin nuclear translocation; nuclear translocation activity, % at 5 µM; HeLa beta-catenin nuclear translocation, immunofluorescence imaging; actives 0.3% (n = 190,000);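 active means nuclear translocation activity above 50% at 5 µM, with a well cell count of 50 or more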;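 further: per-cell ratio of nuclear to cytoplasmic median beta-catenin stain intensity; plate controls were DMSO negative control for no effect and GSK-3 inhibitor IX positive control for full effect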
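Test system: human HeLa cells, native beta-catenin. Compound dosing: 5 µM primary single dose, 0.1% DMSO, 0.02–20 µM confirmation series. Incubation: compound exposure 24 h at 37°C. Detection: beta-catenin immunostaining with DAPI counterstain, 20x imaging, 6 fields/well. Read-out basis: Nuclear/cytoplasmic beta-catenin signal ratio, % activation.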
WT yeast gro inh mutant strain – recorded beside WT yeast gro inh, whose call it bears; inhibition, %; mitochondrial fusion phenotypic screen, mutant strain inhibition
Insulin prom up cell count – recorded beside Insulin prom up, whose call it bears; cell count; measured here: cytotoxicity, nuclei count;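 total cells summed across four imaged fields per well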
Lipid droplet cells 6.5 µM – recorded beside Lipid droplet, whose call it bears; cell count; measured here: cell count, cytotoxicity flag;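 cells counted across two imaged fields per well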
b-catenin transl cell count 5 µM – recorded beside b-catenin transl, whose call it bears; cell count; measured here: cell count, cytotoxicity flag
T cell HTS vesicle-bound % – further read-out of T cell HTS, marked with its call; double positive events, %; measured here: CD8+ vesicle-bound cell fraction;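 binding gate set so that unloaded-vesicle control wells show 10% double positive cells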
MT stabilizer Hoechst-high % – also measured in MT stabilizer; calls as there; % Hoechst-high responders; measured here: nuclear condensation Hoechst responders;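 share of cells brighter than vehicle mean plus two SD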
MT stabilizer cytotoxicity % – further read-out of MT stabilizer, marked with its call; toxicity, %; measured here: cytotoxicity by cell density;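 0% = mean cell density of plate MIN control wells and 100% = no cells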
Autophagy HCS cell loss 18 h – second read-out of Autophagy HCS, no call of its own (marks repeat the call); toxicity, %; measured here: cell loss, nuclei count;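 cell loss after 18 h compound exposure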
Myeloid diff 2 GFP+ MAC1+ % – also measured in Myeloid diff 2; calls as there; GFP+ MAC1+ double positive, %; measured here: differentiation confirmed by MAC1 staining
The depositor's hits bear a star; i = inactive; · = not tested or not shown.

SMILES	WT yeast gro inh	WT yeast gro inh mutant strain	T cell HTS	T cell HTS vesicle-bound %	Insulin prom up	Insulin prom up cell count	Autophagy HCS	Autophagy HCS cell loss 18 h	West Nile virus CPE	Lipid droplet	Lipid droplet cells 6.5 µM	Myeloid diff 2	Myeloid diff 2 GFP+ MAC1+ %	MT stabilizer	MT stabilizer Hoechst-high %	MT stabilizer cytotoxicity %	b-catenin transl	b-catenin transl cell count 5 µM
COc1ccc(CC(=O)Nc2ccncc2Cl)cc1	·	·	i	59.9	·	·	·	·	-1.2%	-39.4	634	i	2.0	·	·	·	·	·
CCCCOC(=O)c1ccc(OC(=O)c2cccnc2)cc1	16.9	17.1	i	6.5	0.45	1505	i	-15.1	2.6%	·	·	i	0.5	4.4	3.2	6.4	-0.8	987
Clc1ccc2c(c1)c1ccccc1n2CN1CCOCC1	14.2	23.8	i	43.9	1.67	1194	i	19.6	0.1%	·	·	i	0.5	5.8	3.4	1.7	-1.7	855
CCOC(=O)C(C)Sc1cnccn1 (stereo unspecified)	-7.4	-1.3	i	50.9	-0.39	1358	i	-19.6	0.6%	-8.6	715	i	0.1	2.9	1.7	0.4	0.8	1084
CCN(C(=O)N1CCOCC1)c1ccccc1C	·	·	i	58.0	·	·	·	·	-0.4%	-1.0	824	i	0.4	·	·	·	·	·
O=S(=O)(NCCc1cn2ccccc2n1)c1ccc(F)c(C(F)(F)F)c1	-4.7	-10.6	i	12.8	-0.32	1256	·	·	-0.3%	-37.8	675	i	2.0	2.5	2.6	7.9	-0.3	1153
COC(=O)CCCCCCCCCC[N+]1(C)CCCCC1	2.0	-3.7	i	42.1	-0.13	1477	i	4.6	0.0%	-3.0	566	i	0.4	3.4	1.4	4.1	-2.9	1209
CC(=O)Nc1ccc2c(CSc3nnc(-c4cccnc4)n3-c3ccc(C)cc3C)cc(=O)oc2c1	6.0	1.8	i	16.7	-0.24	1226	i	1.7	-0.3%	-24.1	620	i	0.5	2.8	1.7	3.0	-0.8	981
Cc1c(-c2csc(N)n2)c2ccccc2n1C	·	·	i	52.6	·	·	·	·	-0.1%	-19.7	838	i	0.5	·	·	·	·	·
O=C(NC1CCCCC1)c1cc(S(=O)(=O)N2CCOCC2)ccc1Cl	·	·	i	38.5	·	·	·	·	-0.7%	-22.4	777	i	0.4	·	·	·	·	·
Cc1cc(NC(=O)CN2C(=O)NC3(CCCCCC3)C2=O)no1	·	·	i	13.6	0.02	669	·	·	0.2%	1.2	674	i	0.5	·	·	·	-1.3	1472
Clc1ccc(Nc2ccc(Cl)nn2)cc1	·	·	i	39.8	0.08	1006	·	·	0.1%	-19.5	595	i	0.3	·	·	·	0.4	1394
CCCCSc1nnc(-c2cc3c(C(F)(F)F)nn(C)c3s2)n1C	2.0	-0.3	i	16.2	·	·	i	3.4	0.2%	·	·	i	0.3	1.4	1.3	8.7	·	·
Cn1c(CNC(=O)c2ccc(Cl)cc2)nnc1SCC(=O)NC1=NCCS1	·	·	i	24.0	·	·	·	·	-0.2%	2.7	779	i	0.5	·	·	·	·	·
CC(C)(O)C#Cc1ccc(CN2CCN(Cc3ccsc3)C(CCO)C2)cc1 (stereo unspecified)	7.0	-14.4	i	29.5	·	·	i	27.7	-0.6%	-0.2	639	i	0.3	1.3	1.3	1.2	-0.3	1540
OCC1(Cc2ccccc2C(F)(F)F)CCN(Cc2ccc3c(c2)CCO3)CC1	16.4	24.4	i	9.3	-0.24	1436	i	8.5	-0.9%	-15.9	687	i	0.6	2.8	1.5	8.9	1.6	1035
CCC(=O)N1CCN(C(C)=O)C1c1ccccc1 (stereo unspecified)	14.4	21.8	i	25.2	-0.2	1223	i	2.2	0.3%	2.9	798	i	0.7	2.0	1.6	9.9	-5.0	1216
CC(C)(C(=O)O)n1cncn1	-0.6	10.1	i	38.3	0.51	1063	i	-14.5	0.2%	14.3	725	i	0.2	4.6	2.8	6.8	-0.3	1053
CCOc1ccc(-n2c(SCC(=O)Nc3ccccc3C)n[nH]c2=O)cc1	10.2	-2.1	i	37.6	0.23	1648	i	-4.6	-0.8%	·	·	i	6.7	1.9	1.9	8.2	-2.6	1359
O=C(Nc1ccc(-c2nc3cccnc3s2)cc1)c1ccc(Br)o1	5.2	-12.2	·	·	0.29	1540	i	-5.9	0.3%	10.5	688	i	2.4	6.9	2.9	1.3	-0.3	1121
Cc1cccc(NNC(=O)C2CCC2)c1	·	·	i	32.4	-0.57	1287	·	·	0.0%	·	·	i	0.1	·	·	·	-0.4	1348
COCCNC(=O)c1c(N)n(/N=C/c2cccs2)c2nc3ccccc3nc12	9.4	-11.4	i	27.5	-1.54	1049	i	1.9	0.6%	27.9	787	i	1.1	2.1	1.1	6.9	-1.7	1139
CCc1nc(SCC(=O)Nc2ccc3c(c2)OCCO3)c2oc3ccccc3c2n1	-13.0	-167.2	i	30.2	-0.14	1582	i	-24.0	0.8%	·	·	i	0.9	0.8	1.8	12.3	-0.6	1338
Cc1ccc(CNCC(=O)Nc2ccc(N3CCOCC3)cc2)cc1	·	·	i	33.7	-0.15	1436	·	·	-0.8%	-15.1	711	i	0.2	·	·	·	0.2	1104
CC(Sc1nc(N)c2c3c(sc2n1)CSC(C)(C)C3)C(=O)Nc1ccccc1 (stereo unspecified)	-6.4	-17.0	i	40.6	-1.11	1434	i	-0.7	-0.4%	45.1	628	i	0.6	4.3	3.2	9.7	-2.2	1138
Next section.
SMILES	WT yeast gro inh	WT yeast gro inh mutant strain	T cell HTS	T cell HTS vesicle-bound %	Insulin prom up	Insulin prom up cell count	Autophagy HCS	Autophagy HCS cell loss 18 h	West Nile virus CPE	Lipid droplet	Lipid droplet cells 6.5 µM	Myeloid diff 2	Myeloid diff 2 GFP+ MAC1+ %	MT stabilizer	MT stabilizer Hoechst-high %	MT stabilizer cytotoxicity %	b-catenin transl	b-catenin transl cell count 5 µM
O=S(=O)(c1cccc(NC(=S)N2CCN(c3cccc(Cl)c3)CC2)c1)C(F)F	46.6	19.8	i	57.1	0.02	1297	i	5.3	-0.6%	-19.5	661	i	0.2	1.3	2.6	13.7	-1.5	1092
CC1=C(CC(=O)c2ccc(Cl)cc2)C(=O)c2ccccc2C1=O	44.3	18.4	i	28.0	·	·	i	-1.2	-0.9%	·	·	i	1.0	1.5	1.6	7.1	·	·
COc1ccc(C(=O)Nc2ccc(S(=O)(=O)N3CCCC3)cc2)cc1	-9.3	-0.6	i	53.2	-0.99	1607	i	14.2	-0.8%	10.7	604	i	0.6	5.4	2.5	7.0	0.7	1076
COc1ccc(-n2c(O)c(/C=N/n3cnnc3)c3ccccc3c2=O)cc1	6.0	12.4	i	30.5	-0.05	1075	i	24.0	0.2%	·	·	i	0.7	4.5	2.4	16.6	-0.2	1175
Nc1cc(C(=O)OCC(=O)NCC2CCCO2)ccc1Cl (stereo unspecified)	-12.4	-12.0	i	44.5	0.22	1148	i	-3.9	0.4%	·	·	i	0.6	1.7	1.6	10.2	0.3	783
CC1=N/C(=C\c2ccc([N+](=O)[O-])cc2)C(=O)N1c1cc(Cl)ccc1C	9.8	-1.2	i	6.2	-0.47	1634	i	26.6	0.1%	·	·	i	0.9	1.8	1.0	6.0	1.5	1316
CCOc1cccc(-c2c(C(=O)N/N=C/c3c(F)cccc3Cl)nnn2-c2nonc2N)c1	·	·	i	59.8	·	·	·	·	-0.2%	-62.9	689	i	0.3	·	·	·	·	·
Cc1ccc(SCc2c(C(=O)N/N=C/c3cccnc3)nnn2-c2nonc2N)cc1	·	·	i	39.3	·	·	·	·	0.4%	0.1	741	i	8.1	·	·	·	·	·
CC(=O)Nc1nnc(S(=O)(=O)N2CCN(c3ccc(Cl)cc3[N+](=O)[O-])CC2)s1	·	·	i	8.4	·	·	·	·	-0.7%	-7.0	714	i	3.6	·	·	·	·	·
Cc1ccc(C2(C)NC(=O)N(CC(=O)c3ccc(Cl)s3)C2=O)cc1 (stereo unspecified)	22.4	13.4	i	52.5	0.05	1425	i	7.0	-1.2%	5.5	622	i	0.9	1.7	2.3	3.4	·	·
COc1ccc(OCC(=O)Nc2cc(-c3nn(C)c(=O)c4ccccc34)ccc2N2CCOCC2)cc1	·	·	i	22.2	0.66	920	·	·	0.1%	3.6	725	i	0.5	·	·	·	-0.1	1359

In the list so far, 3 contain a CF3 group.
SMILES	WT yeast gro inh	WT yeast gro inh mutant strain	T cell HTS	T cell HTS vesicle-bound %	Insulin prom up	Insulin prom up cell count	Autophagy HCS	Autophagy HCS cell loss 18 h	West Nile virus CPE	Lipid droplet	Lipid droplet cells 6.5 µM	Myeloid diff 2	Myeloid diff 2 GFP+ MAC1+ %	MT stabilizer	MT stabilizer Hoechst-high %	MT stabilizer cytotoxicity %	b-catenin transl	b-catenin transl cell count 5 µM
O=S(=O)(NCCc1cn2ccccc2n1)c1ccc(F)c(C(F)(F)F)c1	-4.7	-10.6	i	12.8	-0.32	1256	·	·	-0.3%	-37.8	675	i	2.0	2.5	2.6	7.9	-0.3	1153
CCCCSc1nnc(-c2cc3c(C(F)(F)F)nn(C)c3s2)n1C	2.0	-0.3	i	16.2	·	·	i	3.4	0.2%	·	·	i	0.3	1.4	1.3	8.7	·	·
OCC1(Cc2ccccc2C(F)(F)F)CCN(Cc2ccc3c(c2)CCO3)CC1	16.4	24.4	i	9.3	-0.24	1436	i	8.5	-0.9%	-15.9	687	i	0.6	2.8	1.5	8.9	1.6	1035
